SIAE primary – inhibitors of human sialic acid acetylesterase SIAE; Q9HAT2; SIAE FP-Rh probe binding, fluorescence polarization; inhibition, % at 9.66 µM; 0.69% of 370,000 active; AID 1053197;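 active = inhibition above a cutoff: mean of compounds within the control limits plus 3 SD of those, cut at about 17% in these data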;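 also: 0% = plate median of compound wells and 100% = probe without SIAE protein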
PRMT1 FP inh – blocks human protein arginine methyltransferase 1. inhibition, % at 2.79 µM. recombinant PRMT1, activity-based probe fluorescence polarization. AID 652257. 1.3% of 370,000 active. Q99873;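 active = inhibition above about 21% made by adding two undisclosed values, limit read from the data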
Target sequence (Q99873 whole entry, looked up): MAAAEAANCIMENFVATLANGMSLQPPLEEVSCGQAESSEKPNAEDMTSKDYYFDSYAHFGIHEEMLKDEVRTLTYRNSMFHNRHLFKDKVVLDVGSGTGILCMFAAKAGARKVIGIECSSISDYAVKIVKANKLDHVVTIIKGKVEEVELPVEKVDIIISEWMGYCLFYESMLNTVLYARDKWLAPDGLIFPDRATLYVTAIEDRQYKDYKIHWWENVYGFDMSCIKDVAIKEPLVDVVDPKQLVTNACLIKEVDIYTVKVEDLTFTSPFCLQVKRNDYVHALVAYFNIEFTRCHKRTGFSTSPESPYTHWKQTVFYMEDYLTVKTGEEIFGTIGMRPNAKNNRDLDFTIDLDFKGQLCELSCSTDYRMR
HTRA1 inhibitor – blocks human HTRA1 serine peptidase; recombinant HTRA1, FP-rhodamine activity-based probe, fluorescence polarization; inhibition, % at 5.96 µM; 0.5% of 340,000 active; AID 504803; in the data active = inhibition above about 36%;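 also: 0% = enzyme with DMSO and 100% = wells lacking enzyme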
UHRF1 MBD2 ctr – blocks human UHRF1 binding to methylated DNA | Q96T88 | UHRF1 binding to methylated oligo, TR-FRET | inhibition, % at 4.4 µM | 0.75% of 370,000 active; in the data active = inhibition above about 21%;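 also: UHRF1 SRA domain binding a hemimethylated CpG hairpin DNA probe; 0% = median of test compound wells and 100% = reference inhibitor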
mABHD4 FP – ABHD4 (mouse) inhibition, primary FP screen; AID 720543; inhibition, % at 8.92 µM; purified mABHD4, FP-Rh probe fluorescence polarization; Q8VD66; 0.54% of 370,000 active;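 active = inhibition exceeding the mean over every tested compound plus 3 SD, cut at about 30% in these data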;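 also: 0% = plate median of compound wells and 100% = S159A mutant with DMSO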
Target sequence (Q8VD66 whole entry, looked up): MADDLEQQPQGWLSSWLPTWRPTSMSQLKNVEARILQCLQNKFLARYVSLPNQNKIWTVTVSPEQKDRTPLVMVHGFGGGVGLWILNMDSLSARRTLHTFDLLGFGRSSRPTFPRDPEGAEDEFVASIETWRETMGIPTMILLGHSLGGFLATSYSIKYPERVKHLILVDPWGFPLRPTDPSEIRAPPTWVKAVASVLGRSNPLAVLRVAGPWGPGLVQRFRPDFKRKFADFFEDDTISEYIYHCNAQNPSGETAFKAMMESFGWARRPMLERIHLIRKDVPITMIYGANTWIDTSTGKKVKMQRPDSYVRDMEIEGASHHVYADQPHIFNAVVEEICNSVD
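Assay system: wild-type mouse ABHD4 protein; compound: single nominal dose of 8.92 µM, 0.89% DMSO final; schedule: 45 min + 60 min at 25 °C; measured by: FP readout, ex 525 nm / em 598 nm; evaluation: % inhibition of FP-Rh probe binding versus controls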
GC-A act – GC-A (human) enzyme activation | P16066 | HEK293 GC-A cells, cGMP TR-FRET, EC30 ANP; 0% at EC30 ANP, 100% saturating ANP | 0.14% of 370,000 active | AID 1671463 | activation, % at 10 µM; in the data active = activation above about 40%
rCAG binder – molecules binding r(CAG) RNA repeats. r(CAG) RNA repeat, TO-PRO-1 dye displacement fluorescence. inhibition, % at 3 µM. 1.3% of 370,000 active. AID 651821;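 active = inhibition above the plate cutoff, the mean of all test compounds on that plate plus 3 SD, cut at about 35% in these data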;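 also: 0% = DMSO alone and 100% = 100 µM mitoxantrone as full dye displacement; higher means more dye released from RNA so lower well fluorescence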
TCR-CD3 inh – inhibitors of human TCR-CD3 interaction. 0.37% of 360,000 active. AID 651800. TAMRA-labeled TCR probe fluorescence, biochemical. inhibition, % at 9.4 µM; in the data active = inhibition above about 19%;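 also: recombinant mutant TCR 2C K166C tagged with TAMRA read by polarization; 0% = receptor in buffer alone and 100% = receptor with positive control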
NPR2 activator – GC-B (human) receptor activation; P20594; HEK293-GC-B cells, CNP EC30, cGMP TR-FRET; 0% at EC30 CNP, 100% saturating CNP; activation, % at 10 µM; 0.11% of 370,000 active;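 active = activation at 10 µM reaching about 35% in either raw or pattern-adjusted values, limit read from the data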
MBD2 inh – inhibitors of human MBD2 binding to methylated oligonucleotide. Q9UBB5. TR-FRET. inhibition, % at 4.4 µM. 0.31% of 370,000 active. AID 686964; in the data active = inhibition above about 13%
* = called active by the depositor; nt = no result given. These rows are one share of the data. The share of hits here may be higher or lower than overall.

Codes: A = SIAE primary; B = PRMT1 FP inh; C = HTRA1 inhibitor; D = UHRF1 MBD2 ctr; E = mABHD4 FP; F = GC-A act; G = rCAG binder; H = TCR-CD3 inh; I = NPR2 activator; J = MBD2 inh
1. CC(C)(C)C(=O)N1CCc2cc(-c3csc(N)n3)ccc21
  A: 1	B: -1	C: -12	D: 0	E: 3	F: 4	G: 12	H: 1	I: -1	J: -4
2. O=C(O)C1=C(C(=O)Nc2ccc(F)c(Cl)c2)CCCC1
  A: 5	B: -3	C: 7	D: -1	E: 12	F: 2	G: -1	H: 6	I: 0	J: 2
3. O=C(CNC(=O)c1cccs1)c1ccc(Br)cc1
  A: -1	B: 1	C: -2	D: 1	E: 2	F: 6	G: 3	H: -1	I: -6	J: 1
4. Cc1ccc(N2CCN(C(=O)Nc3cccc([N+](=O)[O-])c3)CC2C)cc1 (stereo not given)
  A: 4	B: 0	C: -14	D: 5	E: -4	F: 2	G: -4	H: 7	I: -4	J: 2
5. Cc1cc(=O)[nH]c(N/N=C/c2cc(C)n(CC(F)(F)F)c2C)n1
  A: -1	B: 3	C: 4	D: 4	E: 0	F: 3	G: -1	H: -10	I: 0	J: 1
6. Cc1cc(N)n2ncc(-c3cccc(Br)c3)c2n1
  A: 4	B: 0	C: 4	D: 3	E: -12	F: -9	G: 9	H: 0	I: -11	J: 1
7. O=C1COc2ccc(-c3csc(NCCc4ccccc4)n3)cc2N1
  A: 6	B: -2	C: 0	D: -3	E: 9	F: -2	G: 7	H: 4	I: -8	J: -3
8. CCOC(=O)C1(C(F)(F)F)N=C(c2ccccc2F)OC(N(C)C)=N1 (stereo not given)
  A: -2	B: -3	C: -1	D: -1	E: -5	F: -1	G: -3	H: 0	I: 5	J: -1
9. CCOC(=O)[C@]12CCCC=C1N(Cc1ccc(Cl)cc1Cl)C(=O)[C@H](CC(=O)NCCC(C)C)C2
  A: 4	B: 3	C: nt	D: 1	E: -1	F: -3	G: 5	H: -3	I: 2	J: 4
10. CC(C)c1ccc(NC(=O)C2CCCN2S(=O)(=O)c2ccccc2F)cc1 (stereo not given)
  A: 11	B: 2	C: -9	D: 0	E: -4	F: 3	G: -1	H: 1	I: 1	J: -6
11. COc1ccc(/C(N)=N/OC(=O)c2cccs2)cc1OC
  A: -5	B: 0	C: -3	D: 1	E: -3	F: 7	G: 1	H: 1	I: -3	J: -7
12. Cn1cc([C@@H]2C[C@H]3CN(C4CCCC4)C(=O)[C@]34CCCN24)c(-c2ccccc2)n1
  A: 1	B: 0	C: -4	D: -4	E: 0	F: 1	G: -6	H: -2	I: -1	J: -2
13. CC1(C)Oc2ccc(C(=O)NC3CCCC3)cc2NC1=O
  A: -2	B: -1	C: nt	D: 0	E: -2	F: 4	G: 1	H: nt	I: 7	J: -2
14. CCOC(=O)Nc1ccc2c(c1)nc(CN1CCN(C(C)=O)CC1)n2C
  A: -2	B: -1	C: 3	D: 5	E: 0	F: -1	G: -4	H: -5	I: -1	J: 3
15. COc1cccc(NC(=O)C2CCCN2S(=O)(=O)c2ccc3c(c2)n(C)c(=O)c(=O)n3C)c1 (stereo not given)
  A: 0	B: 3	C: 3	D: 0	E: 12	F: 4	G: 0	H: -7	I: 0	J: 2

Complete entries from above. Order of screens: SIAE primary | PRMT1 FP inh | HTRA1 inhibitor | UHRF1 MBD2 ctr | mABHD4 FP | GC-A act | rCAG binder | TCR-CD3 inh | NPR2 activator | MBD2 inh
Cc1cc(=O)[nH]c(N/N=C/c2cc(C)n(CC(F)(F)F)c2C)n1 as listed: -1 | 3 | 4 | 4 | 0 | 3 | -1 | -10 | 0 | 1
COc1cccc(NC(=O)C2CCCN2S(=O)(=O)c2ccc3c(c2)n(C)c(=O)c(=O)n3C)c1 (stereo not given) as listed: 0 | 3 | 3 | 0 | 12 | 4 | 0 | -7 | 0 | 2
Cc1ccc(N2CCN(C(=O)Nc3cccc([N+](=O)[O-])c3)CC2C)cc1 (stereo not given) as listed: 4 | 0 | -14 | 5 | -4 | 2 | -4 | 7 | -4 | 2
O=C(CNC(=O)c1cccs1)c1ccc(Br)cc1 as listed: -1 | 1 | -2 | 1 | 2 | 6 | 3 | -1 | -6 | 1

Following part
Codes: A = SIAE primary; B = PRMT1 FP inh; C = HTRA1 inhibitor; D = UHRF1 MBD2 ctr; E = mABHD4 FP; F = GC-A act; G = rCAG binder; H = TCR-CD3 inh; I = NPR2 activator; J = MBD2 inh
16. O=C(Nc1ccc(S(=O)(=O)NC2=NCCCCC2)cc1)c1ccc([N+](=O)[O-])s1
  A: 8	B: 5	C: 1	D: -2	E: 16	F: -5	G: 18	H: -8	I: 0	J: 0
17. CCc1ccc(NC(=O)c2noc3c2CCCCC3)cc1
  A: 2	B: -1	C: 6	D: -1	E: -2	F: -2	G: -2	H: 1	I: 8	J: -4
18. Oc1[nH]c2ccccc2c1N=Nc1nncc2ccccc12
  A: 1	B: 3	C: 3	D: -3	E: 4	F: 3	G: 2	H: -6	I: -4	J: 1
19. O=C(O)c1ccccc1NS(=O)(=O)c1ccc2ccccc2c1
  A: -6	B: -1	C: -12	D: 0	E: -4	F: 4	G: 39*	H: 5	I: 2	J: -3
20. O=C(NCC1CCN(c2ccc(S(=O)(=O)N3CCOCC3)cc2)CC1)Nc1ccccc1F
  A: 8	B: -4	C: -6	D: -2	E: -1	F: -1	G: 5	H: 3	I: 2	J: -1
21. CC(=NOC(=O)c1ccc(Cl)cc1)c1nccs1
  A: -4	B: -1	C: nt	D: 1	E: -6	F: 4	G: 1	H: 1	I: -5	J: 4
22. Cc1cc2c(SCC(=O)NC3CCCCC3)ncnc2s1
  A: 10	B: -2	C: -6	D: -2	E: -2	F: 0	G: -3	H: 6	I: 1	J: -3
23. CCOCCCn1c(SC(C(=O)Nc2cc(C)ccc2C)c2ccccc2)nnc1-c1ccc(Cl)cc1 (stereo not given)
  A: 3	B: 1	C: -2	D: 8	E: 4	F: -1	G: 1	H: -2	I: 1	J: -2
24. Cc1ccnc(NC2CCCCC2)c1
  A: -2	B: 0	C: -4	D: 0	E: 3	F: 0	G: -1	H: -5	I: -1	J: 0
25. Cc1ccc(C(CC(=O)O)Nc2nc(N3CCCCC3)nc(N3CCCCC3)n2)cc1 (stereo not given)
  A: 1	B: -3	C: -4	D: -3	E: 1	F: 2	G: 20	H: -2	I: 0	J: -6
26. CCN(CC)CCSc1nc2ccc(OC)cc2[nH]1
  A: 2	B: 4	C: 2	D: 0	E: 2	F: 0	G: -3	H: -8	I: 1	J: 2
27. CCn1c(CCNC(=O)c2cccs2)n[nH]c1=S
  A: 4	B: -3	C: 9	D: -2	E: 9	F: 3	G: -2	H: 0	I: 1	J: 5
28. COc1ccc(-n2c(=O)cc(N3CCN(c4ccccc4OC)CC3)[nH]c2=O)cc1
  A: 1	B: -1	C: -4	D: 1	E: 0	F: -2	G: 2	H: 4	I: -2	J: 4
29. Cc1ccsc1C(=O)NC(C)c1ccccc1 (stereo not given)
  A: -7	B: -3	C: -2	D: 2	E: 4	F: 1	G: 0	H: -1	I: 1	J: 0
30. O=C(NC(=S)Nc1ccc(Cl)c(C(=O)O)c1)c1cccc(COc2ccccc2)c1
  A: -5	B: -3	C: -38	D: -4	E: -46	F: 3	G: 71*	H: 3	I: 1	J: 2
31. Cc1c(CCC(=O)NCCCn2ccnc2)c(=O)oc2c(C)c3occ(C(C)(C)C)c3cc12
  A: -6	B: 9	C: -1	D: 6	E: -5	F: 2	G: -3	H: -5	I: -1	J: 9
32. COc1ccc(OCc2nnc(SCC(=O)NNC(=O)c3ccc(C)cc3)n2C)cc1
  A: 3	B: -1	C: -4	D: -3	E: -2	F: -2	G: -3	H: 9	I: -1	J: -1
33. COc1ccc2[nH]c3c(c2c1)CCN1C(=O)C(CC(=O)NCCCn2ccnc2)C[C@H](C(=O)N2CCCCC2)[C@@]31CCc1ccccc1 (stereo not given in full)
  A: 4	B: 7	C: -6	D: -1	E: 5	F: -8	G: 5	H: -5	I: -4	J: 0
34. Cc1ccc(-c2nc(SCC(=O)Nc3cc(C)on3)c3c(=O)n(C)c(=O)n(C)c3n2)cc1
  A: 2	B: 2	C: 3	D: 0	E: 4	F: 10	G: 0	H: 4	I: 1	J: -1
35. CCC(Oc1ccc(Br)cc1)C(=O)N1CCN(c2ncccn2)CC1 (stereo not given)
  A: -4	B: -1	C: 0	D: 1	E: -8	F: -2	G: -3	H: -2	I: -6	J: -4
36. CCn1cc(C(=O)O)c(=O)c2cnc(N3CCN(C(=S)Nc4ccccc4)CC3)nc21
  A: 4	B: -6	C: 10	D: 0	E: 0	F: 1	G: 0	H: 4	I: 4	J: -2
37. Cc1ccc(C)c(C(O)c2ncc(-c3ccccc3Cl)[nH]2)c1 (stereo not given)
  A: 6	B: -2	C: nt	D: 1	E: 0	F: -2	G: -1	H: 3	I: -1	J: 0
38. Cc1ccc(C(=O)N2CCN(c3ccc(NC(=S)NC(=O)c4cccs4)cc3)CC2)cc1
  A: 6	B: -3	C: -1	D: -1	E: 1	F: 0	G: 0	H: 6	I: 1	J: -4
39. Cc1ccc2nc(NC(=O)CN3C(=O)NC4(CCCC4)C3=O)sc2c1
  A: -5	B: 1	C: -12	D: 0	E: 2	F: 5	G: 5	H: 7	I: -4	J: -4
40. CC(=O)c1ccc(NC(=O)/C=C/c2ccc(C)cc2)cc1
  A: -8	B: -4	C: -16	D: -5	E: -12	F: 3	G: 1	H: 2	I: 3	J: -3
41. CCOC(=O)N1CCN(c2c(NCCc3ccccc3)c(=O)c2=O)CC1
  A: 3	B: 1	C: 0	D: 1	E: 5	F: 1	G: 1	H: -9	I: -1	J: -1
42. COC(=O)c1cc(C(=O)OCC(=O)Nc2cc(C)on2)cc([N+](=O)[O-])c1
  A: 6	B: -6	C: 2	D: -3	E: -1	F: -4	G: 4	H: 5	I: -9	J: -2
43. C(=C\c1ccccc1)/CSc1ccccn1
  A: -7	B: 2	C: -3	D: 7	E: -4	F: 3	G: -4	H: -14	I: -2	J: 6
44. CSCC[C@H](NC(=O)c1ccc(Cl)c(S(=O)(=O)N2CCCC2)c1)c1nc2ccccc2[nH]1
  A: -4	B: 1	C: -14	D: 0	E: -7	F: -5	G: 4	H: 2	I: -3	J: -2
45. COCCN(C(=O)c1csnn1)C(C(=O)NC1CCCCC1)c1ccc(Cl)cc1 (stereo not given)
  A: 3	B: 2	C: -1	D: 0	E: -3	F: -8	G: -7	H: 2	I: -6	J: 6
46. CC(Sc1nc2sccc2c(=O)n1-c1ccccc1)C(N)=O (stereo not given)
  A: -6	B: -2	C: -4	D: -2	E: 8	F: -4	G: 8	H: 6	I: -2	J: 3
47. CC1CCC2C(C1)Nc1c(C(=O)O)cccc1C2(C)C (stereo not given)
  A: -3	B: 14	C: -7	D: -4	E: 22	F: 0	G: 23	H: -2	I: -2	J: -3
48. CC(C)(C)C(=O)Nc1cc2c3c(c1)CC(=O)N3CCC2
  A: 7	B: 2	C: 9	D: -2	E: 3	F: 3	G: 2	H: 6	I: 6	J: -1

Screening results from PubChem.
